High-throughput results deposited in PubChem BioAssay by The Scripps Research Institute Molecular Screening Center.
TEAD-YAP block: TEAD-YAP interaction inhibition | HEK-TIYL cells, TEAD-Gal4/YAP UAS-luciferase luminescence | inhibition, % at 9.12 µM | hit rate 1.4% among 640,000 | AID 1259422; in the data active = inhibition above about 32%;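 also: 0% = median of test compound wells and 100% = reference inhibitor wells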
GPR151 activ: human GPR151 activation; Q8TDV0; PathHunter beta-arrestin GPR151 cells, luminescence; activation, % at 11.2 µM; hit rate 1% among 650,000; AID 1508602; in the data active = activation above about 4.9%;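 also: 0% = median of compound wells and 100% = cells with positive control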
Target sequence (Q8TDV0 whole entry, looked up): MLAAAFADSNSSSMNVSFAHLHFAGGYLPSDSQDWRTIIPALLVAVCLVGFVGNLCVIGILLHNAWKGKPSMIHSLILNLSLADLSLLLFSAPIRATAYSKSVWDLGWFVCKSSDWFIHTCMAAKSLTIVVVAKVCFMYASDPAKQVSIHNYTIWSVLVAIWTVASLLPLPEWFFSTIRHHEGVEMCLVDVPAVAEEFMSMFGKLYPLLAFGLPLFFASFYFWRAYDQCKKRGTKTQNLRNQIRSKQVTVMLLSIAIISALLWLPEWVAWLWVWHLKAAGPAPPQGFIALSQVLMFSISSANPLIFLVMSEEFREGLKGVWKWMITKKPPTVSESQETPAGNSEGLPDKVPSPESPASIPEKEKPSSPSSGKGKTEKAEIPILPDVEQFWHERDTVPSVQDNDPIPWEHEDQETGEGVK
FBW7 act: human FBW7 E3 ligase activation, primary screen; AID 1259310; hit rate 0.13% among 650,000; AlphaScreen FBW7–phospho-cyclin E peptide binding, activator screen; normalized activity (activation), % at 26.1 µM; Q969H0; in the data active = normalized activity above about 1.9%;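 also: purified mutant Fbw7 with reduced substrate affinity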
MITF inh: blocks human microphthalmia-associated transcription factor | AlphaScreen MITF homodimerization, bead proximity signal | inhibition, % at 2.6 µM | hit rate 0.91% among 650,000 | AID 1259374; in the data active = inhibition above about 50%;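 also: 0% = vehicle wells with protein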
Target sequence (O75030 whole entry, looked up): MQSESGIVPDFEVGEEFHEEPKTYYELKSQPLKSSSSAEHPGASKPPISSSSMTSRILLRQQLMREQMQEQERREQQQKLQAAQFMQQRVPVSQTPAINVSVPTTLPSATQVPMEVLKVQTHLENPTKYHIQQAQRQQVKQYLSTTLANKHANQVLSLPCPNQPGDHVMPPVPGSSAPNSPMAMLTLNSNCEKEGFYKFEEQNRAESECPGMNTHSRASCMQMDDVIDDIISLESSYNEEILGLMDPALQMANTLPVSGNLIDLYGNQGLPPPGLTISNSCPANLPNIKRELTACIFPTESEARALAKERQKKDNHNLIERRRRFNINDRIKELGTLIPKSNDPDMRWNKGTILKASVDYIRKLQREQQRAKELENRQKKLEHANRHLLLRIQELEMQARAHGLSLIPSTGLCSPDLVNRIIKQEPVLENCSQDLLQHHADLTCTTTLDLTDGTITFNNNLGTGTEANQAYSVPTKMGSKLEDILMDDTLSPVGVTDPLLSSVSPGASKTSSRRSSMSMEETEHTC
* marks the source's active call; other numbers are inactive results. Outcome played no part in choosing rows. Share with any hit: about 3.4%.

Results for CCOc1cc(C2NC(=S)N(C)C(C)=C2C(=O)OC)ccc1OC(=O)c1ccccc1 (stereo not drawn) ?
TEAD-YAP block: 2; GPR151 activ: 1.6; FBW7 act: 0.0; MITF inh: -11

Results for O=C(NC(c1ccccc1)c1ccccc1)N1CCOCC1 ?
TEAD-YAP block: -6; GPR151 activ: -2.4; FBW7 act: 0.5; MITF inh: 24

What do the screens show for `CN(CCn1ccnc1)Cc1c(C(=O)N2CCN(C3CCCCC3)CC2)nc2ccccn12`?
TEAD-YAP block: -10; GPR151 activ: -0.3; FBW7 act: 0.0; MITF inh: -18

Results for Cc1ccc(-c2nc3ccccc3c(=O)n2Cc2cccc(Br)c2)cc1 ?
TEAD-YAP block: -36; GPR151 activ: 0.0; FBW7 act: -0.1; MITF inh: -4

How did N#C/C(=C\C1CCCCC1)c1nc(-c2ccc(Br)cc2)cs1 do in these assays?
TEAD-YAP block: -4; GPR151 activ: -1.3; FBW7 act: 0.3; MITF inh: -1

What do the screens show for `CC(C)(C)NC(=O)C(c1ccco1)N(C(=O)c1csnn1)c1ccccc1Cl` (stereo not drawn)?
TEAD-YAP block: -6; GPR151 activ: -0.8; FBW7 act: 0.0; MITF inh: -10

What do the screens show for `Cc1sc2ncn3c(SCC(=O)NNC(=O)C4CCCCC4)nnc3c2c1C`?
TEAD-YAP block: -4; GPR151 activ: -0.6; FBW7 act: 0.0; MITF inh: -12

What do the screens show for `CCCOc1ccccc1/C=C1/SC(N2CCN(C)CC2)=NC1=O`?
TEAD-YAP block: 1; GPR151 activ: -0.3; FBW7 act: -0.4; MITF inh: -8

How did NC(=O)c1ccc(NC(=O)Nc2cc(Cl)ccc2Cl)cc1 do in these assays?
TEAD-YAP block: 11; GPR151 activ: 1.9; FBW7 act: 0.1; MITF inh: 2

Results for CCOC(=O)c1ccc(N2CC(O)=C(c3nc4ccccc4s3)C2=N)cc1 ?
TEAD-YAP block: -12; GPR151 activ: -0.8; FBW7 act: 0.2; MITF inh: 9

Results for CCCCc1ccc(-c2nc(Nc3ccc(OCc4ccccc4)cc3)c3ccccc3n2)cc1 ?
TEAD-YAP block: 35*; GPR151 activ: 1.7; FBW7 act: 0.1; MITF inh: -8

How did Cc1sc(NCc2ccccc2O)nc1-c1ccccc1 do in these assays?
TEAD-YAP block: -8; GPR151 activ: 0.0; FBW7 act: 0.1; MITF inh: 12

What do the screens show for `NC(=O)COC(=O)c1cncc(Br)c1`?
TEAD-YAP block: 5; GPR151 activ: 0.1; FBW7 act: 1.0; MITF inh: 17

What do the screens show for `CNC(C)c1cc(OC)ccc1OC` (stereo not drawn)?
TEAD-YAP block: -2; GPR151 activ: 1.1; FBW7 act: 0.1; MITF inh: 3

How did CCC(C)NC(=O)C1CC(=O)N(c2ccc(C(C)C)cc2)C1 (stereo not drawn) do in these assays?
TEAD-YAP block: -2; GPR151 activ: -0.3; FBW7 act: -0.1; MITF inh: 1

The closing 2 records of the part before come first, to join the parts:
What do the screens show for `CNC(C)c1cc(OC)ccc1OC` (stereo not drawn)?
TEAD-YAP block: -2; GPR151 activ: 1.1; FBW7 act: 0.1; MITF inh: 3

How did CCC(C)NC(=O)C1CC(=O)N(c2ccc(C(C)C)cc2)C1 (stereo not drawn) do in these assays?
TEAD-YAP block: -2; GPR151 activ: -0.3; FBW7 act: -0.1; MITF inh: 1

What do the screens show for `O=C(NC1CCCCC1)N1CCN(c2nc(-c3ccccc3)cs2)CC1`?
TEAD-YAP block: -2; GPR151 activ: 0.5; FBW7 act: 0.2; MITF inh: -2

What do the screens show for `CC1CCC2C(=O)N(c3ccccc3OCC(=O)c3ccccc3)C(=O)C2C1` (stereo not drawn)?
TEAD-YAP block: 2; GPR151 activ: 0.6; FBW7 act: -0.1; MITF inh: -2

What do the screens show for `Cc1ccc(=O)n(C(C(=O)NCc2ccco2)C(=O)c2ccc(F)cc2)c1` (stereo not drawn)?
TEAD-YAP block: 4; GPR151 activ: 0.1; FBW7 act: 0.2; MITF inh: 9

How did C[C@@H](O)[C@@H]1NC(=O)[C@H]2CN(C(=O)c3ccc4ccccc4c3)CCN2C1=O do in these assays?
TEAD-YAP block: 6; GPR151 activ: 3.1; FBW7 act: 0.0; MITF inh: 10

What do the screens show for `CCOc1ccc(NC(=O)COc2ccc(SC)cc2)cc1`?
TEAD-YAP block: 15; GPR151 activ: 0.9; FBW7 act: 0.0; MITF inh: 13

What do the screens show for `CCOc1ccc2[nH]c(=O)c(CN(CCO)C(=O)c3ccc(OC)cc3)cc2c1`?
TEAD-YAP block: -3; GPR151 activ: -0.9; FBW7 act: -0.1; MITF inh: 4

How did CCCC12C(=O)C(C)(C(c3ccccc3)=C1c1ccccc1)C1C(=O)N(c3ccccc3)C(=O)C12 (stereo not drawn) do in these assays?
TEAD-YAP block: 7; GPR151 activ: 1.7; FBW7 act: -0.1; MITF inh: 5

What do the screens show for `COc1cccc(CN2CCNC(=O)C2CC(=O)N(C)CCc2ccccn2)c1OC` (stereo not drawn)?
TEAD-YAP block: 1; GPR151 activ: -0.6; FBW7 act: -0.1; MITF inh: -12

How did Cn1c(=O)c2[nH]c(N3CCCCCC3)nc2n(C)c1=O do in these assays?
TEAD-YAP block: 23; GPR151 activ: 2.4; FBW7 act: -0.1; MITF inh: -23

Results for Cc1ccc(NC(=O)C2CC3CCCN3C23C(=O)N(C)c2ccccc23)cc1 (stereo not drawn) ?
TEAD-YAP block: -10; GPR151 activ: -2.6; FBW7 act: 0.0; MITF inh: -2

What do the screens show for `COc1cccc(NC(=O)C(CC(C)C)N2Cc3ccccc3C2=O)c1` (stereo not drawn)?
TEAD-YAP block: 6; GPR151 activ: 2.2; FBW7 act: 0.0; MITF inh: 12

What do the screens show for `O=C1C2C(C(=O)N1/N=C/c1ccc(I)o1)C1C=CC2C12CC2` (stereo not drawn)?
TEAD-YAP block: 4; GPR151 activ: 0.7; FBW7 act: 0.4; MITF inh: 11

Results for O=C(CNc1cccc2ccccc12)N/N=C/c1ccc(O)c(I)c1 ?
TEAD-YAP block: -3; GPR151 activ: -2.4; FBW7 act: -0.1; MITF inh: 9

What do the screens show for `CCOc1ccc(CN2CCN(Cc3cccnc3)CC2)cc1`?
TEAD-YAP block: 2; GPR151 activ: 0.7; FBW7 act: -0.1; MITF inh: 55*

How did CC(=O)OCCCN1C(=O)c2ccc(C(=O)c3ccc4c(c3)C(=O)N(CCCOC(C)=O)C4=O)cc2C1=O do in these assays?
TEAD-YAP block: 2; GPR151 activ: -0.1; FBW7 act: 0.1; MITF inh: 8

Results for Cc1cc(C(=O)CSc2ncnc3scc(-c4ccccc4)c23)c(C)n1-c1ccccc1 ?
TEAD-YAP block: -1; GPR151 activ: 0.4; FBW7 act: -0.1; MITF inh: 12

What do the screens show for `O=c1c2c3c(sc2nc(SCc2ccccc2)n1Cc1ccccc1)CCCCC3`?
TEAD-YAP block: -3; GPR151 activ: -1.5; FBW7 act: 0.0; MITF inh: 16

Results for Cc1nnc(SCC(=O)Nc2ccc3ccccc3c2)[nH]c1=O ?
TEAD-YAP block: 3; GPR151 activ: 0.8; FBW7 act: 0.0; MITF inh: -3

Results for COc1cc(Nc2nc(Nc3ncccn3)nc3c2ncn3C2CCCCC2)cc(OC)c1OC ?
TEAD-YAP block: 6; GPR151 activ: 0.5; FBW7 act: -0.2; MITF inh: 9

How did O=[N+]([O-])c1ccc2nc(NS(=O)(=O)c3ccccc3[N+](=O)[O-])sc2c1 do in these assays?
TEAD-YAP block: 1; GPR151 activ: 0.0; FBW7 act: -0.1; MITF inh: 6

Results for CC(C)Cc1nnc(-c2cc3ccccc3n2CC(=O)N2CCc3ccccc32)o1 ?
TEAD-YAP block: 2; GPR151 activ: 5.0*; FBW7 act: -0.1; MITF inh: 6

What do the screens show for `CC1(c2ccc(Cl)cc2Cl)NC(=O)N(CC(=O)Nc2ccccc2)C1=O` (stereo not drawn)?
TEAD-YAP block: 2; GPR151 activ: -0.2; FBW7 act: -0.1; MITF inh: 3

How did CCSc1nnc2n(/N=C/c3cccs3)cnn12 do in these assays?
TEAD-YAP block: -15; GPR151 activ: 2.9; FBW7 act: -0.1; MITF inh: 5

How did O=C(Cc1cccc(C(F)(F)F)c1)Nc1ccc2nc3n(c(=O)c2c1)CCCCC3 do in these assays?
TEAD-YAP block: 3; GPR151 activ: -0.3; FBW7 act: 0.0; MITF inh: 20

What do the screens show for `Cc1ccc(Oc2ccc(-n3c(C)ccc3C)cc2)cc1`?
TEAD-YAP block: -2; GPR151 activ: 0.8; FBW7 act: -0.1; MITF inh: 9

Results for O=C(c1ccc(S(=O)(=O)c2cccc(Cl)c2)c([N+](=O)[O-])c1)N1CCN(c2ccc(F)cc2)CC1 ?
TEAD-YAP block: 1; GPR151 activ: 1.2; FBW7 act: 0.0; MITF inh: 8

What do the screens show for `Oc1cccc2ccc(/C=C/c3ccc4c(c3)OCCO4)nc12`?
TEAD-YAP block: 92*; GPR151 activ: -9.5; FBW7 act: -0.1; MITF inh: -2

How did COc1cc(CN2CCc3nnc(-c4ccccc4)n3CC2)cc(OC)c1O do in these assays?
TEAD-YAP block: -5; GPR151 activ: 0.7; FBW7 act: 0.0; MITF inh: -2

Results for CCCCCOc1ccc(NC(=O)C(=O)NCCc2ccc(F)cc2)cc1 ?
TEAD-YAP block: -9; GPR151 activ: 0.2; FBW7 act: 0.0; MITF inh: 1

How did CCCC(=O)Nc1nnc(Cc2ccc(C)cc2)o1 do in these assays?
TEAD-YAP block: -6; GPR151 activ: 1.0; FBW7 act: -0.1; MITF inh: -6

Among those listed so far, 3 contain bromine:
Results for Cc1ccc(-c2nc3ccccc3c(=O)n2Cc2cccc(Br)c2)cc1 ?
TEAD-YAP block: -36; GPR151 activ: 0.0; FBW7 act: -0.1; MITF inh: -4

How did N#C/C(=C\C1CCCCC1)c1nc(-c2ccc(Br)cc2)cs1 do in these assays?
TEAD-YAP block: -4; GPR151 activ: -1.3; FBW7 act: 0.3; MITF inh: -1

What do the screens show for `NC(=O)COC(=O)c1cncc(Br)c1`?
TEAD-YAP block: 5; GPR151 activ: 0.1; FBW7 act: 1.0; MITF inh: 17

Continuation.
How did CC(NC(=O)c1ncoc1-c1ccccc1Cl)c1ccccn1 (stereo not drawn) do in these assays?
TEAD-YAP block: -17; GPR151 activ: -0.5; FBW7 act: -0.1; MITF inh: -6

What do the screens show for `COc1ccc(Nc2nc(C)cc(NCCc3ccccn3)n2)cn1`?
TEAD-YAP block: 9; GPR151 activ: -1.2; FBW7 act: 0.1; MITF inh: 10

Results for CC(=O)Oc1ccc(C)cc1N1C(=O)c2ccc([N+](=O)[O-])cc2C1=O ?
TEAD-YAP block: -5; GPR151 activ: 0.8; FBW7 act: -0.3; MITF inh: -4

How did Nc1ccccc1C(=O)NCCc1ccccc1 do in these assays?
TEAD-YAP block: 63*; GPR151 activ: -5.4; FBW7 act: 0.1; MITF inh: -6

Results for O=C(O)c1cccc(-n2c(/C=C/c3ccc(OCc4ccc(Cl)c(Cl)c4)cc3)nc3ccccc3c2=O)c1 ?
TEAD-YAP block: 2; GPR151 activ: 0.8; FBW7 act: 0.1; MITF inh: 14

How did COC(=O)CCN(C(=O)c1cc([N+](=O)[O-])cc([N+](=O)[O-])c1)c1ccccn1 do in these assays?
TEAD-YAP block: 5; GPR151 activ: -2.6; FBW7 act: 0.7; MITF inh: 18

Results for COc1cc(NC(=O)CCNS(=O)(=O)c2ccc3c(c2)oc(=O)n3C)cc(OC)c1 ?
TEAD-YAP block: -1; GPR151 activ: 0.3; FBW7 act: -0.1; MITF inh: -2

How did CC(Cc1ccc2c(c1)OCO2)CN1CCc2nnc(CNC(=O)c3ccccn3)n2CC1 (stereo not drawn) do in these assays?
TEAD-YAP block: 4; GPR151 activ: -0.5; FBW7 act: 0.0; MITF inh: 7

How did COC(=O)c1ccccc1NC(=O)C(C)NS(=O)(=O)c1cc(Cl)ccc1Cl (stereo not drawn) do in these assays?
TEAD-YAP block: -1; GPR151 activ: 0.2; FBW7 act: -0.2; MITF inh: -1

How did O=C(/C=C/c1ccccc1Cl)Nn1c(-c2cccs2)nc2ccccc2c1=O do in these assays?
TEAD-YAP block: 6; GPR151 activ: 1.0; FBW7 act: -0.2; MITF inh: -22

What do the screens show for `Cc1ccc(Nc2nnc(-c3ccc(C)c(S(N)(=O)=O)c3)c3ccccc23)cc1`?
TEAD-YAP block: -2; GPR151 activ: -1.2; FBW7 act: 0.2; MITF inh: 3

Results for O=C(O)c1ccccc1/C=N/N1CCN(C2c3ccccc3-c3ccccc32)CC1 ?
TEAD-YAP block: -4; GPR151 activ: -1.6; FBW7 act: -0.1; MITF inh: -4

How did CCOc1ccc(N2C(=O)c3ccc(Oc4ccc(NC(=O)CSc5ccc(Br)cc5)cc4)cc3C2=O)cc1 do in these assays?
TEAD-YAP block: 10; GPR151 activ: -0.9; FBW7 act: 0.1; MITF inh: 4

How did O=C(CCCCC(=O)Nc1ccc(S(=O)(=O)Nc2ccc(F)cc2)cc1)Nc1ccc(S(=O)(=O)Nc2ccc(F)cc2)cc1 do in these assays?
TEAD-YAP block: 10; GPR151 activ: 0.3; FBW7 act: -0.2; MITF inh: 4
